GALK inhibitor = inhibits human galactokinase; P51570; recombinant GALK, Kinase-Glo ATP luminescence, 1 h; Potency, µM (doses to about 57.5 µM), for the others: at the highest dose activity, negative = inhibition, most hits filed as inhibitors; 44,000 tested, under 10 active;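 also: plate controls were full GALK reaction for no effect and reaction lacking GALK for full effect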
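Human GALK (5 nM) was incubated with 35 uM ATP and 100 uM galactose in 20 mM HEPES pH 8.0 with MgCl2, NaCl, DTT and BSA for 1 h at room temperature. Remaining ATP was measured by Kinase-Glo Plus luminescence.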
B2AR arrestin ag = beta-arrestin recruitment by human beta2-adrenergic receptor ligands; HTLA Tango cells, beta-arrestin recruitment, luciferase luminescence, 18 h; Potency, µM (doses to about 46.1 µM), inactives show at the top dose activation, most hits filed as activators; 44,000 tested, under 10 active;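 also: potency is read from the fitted curve at half-maximal effect; 0% = DMSO and full agonism = EC100 isoproterenol or metaproterenol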
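Ligand-induced beta-arrestin recruitment to recombinant beta2-AR is measured via a tTA-driven luciferase reporter in Tango cells after 18 hr compound exposure at 37 degrees C. Concentrations span up to 46 microM.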
p53null 39C kill = p53 null cell cytotoxicity, nonpermissive temperature | H1299 p53-null (neo) cells, 39C, ATPlite viability, 24 h | Potency, µM (series often up to 46.1 µM), for the others: at the highest dose activity, negative = cell killing, usual class: cytotoxic | hit rate 0.97% among 55,000 | AID 904;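 also: potency is read from the fitted curve at half-maximal effect; 0% = DMSO only and -100% = full killing by 100 µM tamoxifen; nearly all actives have a fitted effect of over 50% in size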
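Concentration-response (up to 46 uM) was run for 24 h at the nonpermissive 39C on H1299-p53A138V or H1299-neo cells. ATP content was measured with ATPlite luminescence. AC50 values were Hill-modeled after normalizing between DMSO and 100 uM tamoxifen killing.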
p53null 32C kill = kills p53 null cells at the permissive temperature. Potency, µM (series often up to 46.1 µM), inactives show at the top dose activity change, negative = cytotoxicity, hits mostly cytotoxic. hit rate 0.62% among 55,000. H1299-neo p53 null cells, ATP luminescence, 24 h, 32C;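 also: potency is read from the fitted curve at half-maximal effect; 0% = DMSO only and -100% = full killing by 100 µM tamoxifen; nearly all actives have a fitted effect of over 55% in size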
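ATP-content luminescence in p53-null H1299-neo cells after 24 h compound exposure (up to 46 uM) at 32C permissive temperature; 0% and 100% killing set by DMSO and 100 uM tamoxifen; Hill-equation AC50.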
NTMT1 inhibitor = inhibitors of human N-terminal methyltransferase NTMT1 | hit rate 2.5% among 59,000 | NTMT1 MTase-Glo SAH luminescence, purified enzyme | Q9BV86 | Potency, µM (doses to about 114 µM), without a hit: at the highest dose activity change, negative = inhibition, usual class: inhibitors;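 also: potency is read from the fitted curve at half-maximal effect; plate controls were DMSO vehicle for no effect and no enzyme for full effect; nearly all actives have a fitted effect of over 65% in size; many of its hits are not listed in these tables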
Target sequence (Q9BV86 whole entry, looked up): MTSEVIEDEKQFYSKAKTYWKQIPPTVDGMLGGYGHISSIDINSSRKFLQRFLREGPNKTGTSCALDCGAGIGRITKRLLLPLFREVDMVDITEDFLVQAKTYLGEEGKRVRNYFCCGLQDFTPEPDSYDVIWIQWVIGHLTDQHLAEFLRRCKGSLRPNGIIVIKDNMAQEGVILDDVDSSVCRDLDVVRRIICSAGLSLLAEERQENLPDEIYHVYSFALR
PTAP-TSG101 blk = TSG101-PTAP interaction inhibition, HIV-1 budding; Q99816; Fluorescence polarization, FITC-PTAP peptide/Tsg101, 20 min; 44,000 tested, under 10 active; Potency, µM (highest dose often 115 µM), for inactives: top-dose activity change, negative = inhibition, hits mostly inhibitors; also: potency is read from the fitted curve at half-maximal effect; 0% is about no effect
Target sequence (Q99816 whole entry, looked up): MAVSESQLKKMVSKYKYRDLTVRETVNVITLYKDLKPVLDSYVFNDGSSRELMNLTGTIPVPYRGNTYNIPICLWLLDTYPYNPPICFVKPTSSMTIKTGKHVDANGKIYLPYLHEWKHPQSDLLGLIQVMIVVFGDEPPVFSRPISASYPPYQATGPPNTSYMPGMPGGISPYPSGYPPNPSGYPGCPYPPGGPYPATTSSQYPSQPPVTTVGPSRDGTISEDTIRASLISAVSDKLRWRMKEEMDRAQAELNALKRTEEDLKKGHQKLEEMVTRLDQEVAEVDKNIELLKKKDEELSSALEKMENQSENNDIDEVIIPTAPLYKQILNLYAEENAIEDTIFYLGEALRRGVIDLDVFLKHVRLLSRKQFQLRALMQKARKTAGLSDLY
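Compounds pinned into 10 uM Tsg101 binding domain, then 50 nM FITC-PTAP peptide added in pH 7.5 HEPES buffer; FP read after 20 min, room temperature. Total S+P intensity flags fluorescent compounds; active cut-off <25 µM, efficacy <60%.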
FH mod = Identification of activators of human fumarate hydratase by quantitative high-throughput screening; Potency, µM (doses to about 79.9 µM), for the others: top-dose activity change, negative = inhibition, usual class: inhibitors; FH coupled MDH/diaphorase resazurin fluorescence, 15 min; Fumarate hydratase, mitochondrial (Homo sapiens), P07954; hit rate 0.22% among 54,000; also: potency is read from the fitted curve at half-maximal effect; % is scaled to controls: 0 for no effect and ±100 for the full control effect; the screen sought activators but most active calls are inhibition curves; nearly all actives have a fitted effect of over 45% in size
Target sequence (P07954 whole entry, looked up): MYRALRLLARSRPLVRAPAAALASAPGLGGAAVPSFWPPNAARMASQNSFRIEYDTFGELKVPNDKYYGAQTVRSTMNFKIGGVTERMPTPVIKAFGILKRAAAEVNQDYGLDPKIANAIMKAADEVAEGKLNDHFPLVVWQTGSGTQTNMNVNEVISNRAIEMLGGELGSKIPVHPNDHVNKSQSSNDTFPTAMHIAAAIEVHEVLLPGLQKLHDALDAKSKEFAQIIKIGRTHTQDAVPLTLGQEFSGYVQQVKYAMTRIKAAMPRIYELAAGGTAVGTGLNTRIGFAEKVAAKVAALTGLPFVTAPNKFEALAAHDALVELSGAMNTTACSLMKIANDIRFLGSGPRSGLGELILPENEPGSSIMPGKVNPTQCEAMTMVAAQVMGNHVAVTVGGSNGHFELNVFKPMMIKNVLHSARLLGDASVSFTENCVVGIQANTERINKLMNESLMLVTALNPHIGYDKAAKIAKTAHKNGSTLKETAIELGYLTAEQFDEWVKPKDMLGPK
* marks the source's active call; other numbers are inactive results; ? = inconclusive; . = no result given; [ ] = another dose, or the depositor's remark. Calls follow the shape of the dose curve; as a rule, active = well fitted curve in the direction sought with a large enough effect; inconclusive = small, poorly fitted or top-dose-only effect, or another doubt; inactive = no such curve, though single readings can be large; an effect the other way counts as inactive or inconclusive.

SMILES	GALK inhibitor	B2AR arrestin ag	p53null 39C kill	p53null 32C kill	NTMT1 inhibitor	PTAP-TSG101 blk	FH mod
Clc1ccc(-c2cn3cc(Cc4ccccc4)sc3n2)cc1	3%	0%	16µM*	?	0%	-2%	4%
O=C(NC1CCCC1)c1ccc2c(c1)N(Cc1ccc(C(F)(F)F)cc1)C(=O)c1ccccc1S2	9%	-2%	23%	7%	8%	-9%	-18%
Cc1ccc(NC(=O)NCCc2c(C)nn(C)c2C)c(Cl)c1	0%	0%	-12%	-4%	5%	-7%	-1%
Cc1ccc(CNC(=O)CSc2cc(C)[nH]c(=O)n2)cc1	-1%	-3%	4%	1%	-1%	-9%	-2%
COc1cccc(CNC(=O)c2cc(S(=O)(=O)N3CCCCC3)cn2C)c1	-4%	5%	26%	12%	-5%	0%	2%
Cc1ccc(CNC(=O)Cn2c(=O)n(Cc3ccccc3)c(=O)c3c2c2cc(C)ccc2n3C)cc1	-1%	-1%	-7%	-4%	4%	1%	1%
CC(C)Oc1ccc(CNC(=O)c2cccc(NC(=O)N3CCSc4ncccc43)c2)cc1	2%	0%	-12%	13%	13%	-9%	0%
COc1cccc(NC(=O)c2nn(-c3ccc(C)cc3)c(=O)n(C)c2=O)c1	4%	1%	0%	-11%	4%	5%	-13%
CCOC(=O)c1cc2c(=O)n3ccccc3nc2n(CC2CCCO2)c1=NC(=O)c1ccc(F)cc1 (configuration not stated)	0%	0%	15%	-4%	-26%	-7%	0%
CCOc1ccc(NC(=O)c2c(NC(=O)Cc3ccccc3)sc3c2CCCCC3)cc1	-1%	0%	-17%	-1%	45µM*	-6%	-1%
O=C(CN1C(=O)COc2ccc(S(=O)(=O)N3CCCC3)cc21)N1CCN(c2ccc(Cl)cc2)CC1	6%	1%	?	9%	-5%	-3%	-28%
Cc1nn(-c2ccc(N3CCCC3)nn2)c(C)c1CCC(=O)NCc1ccccc1F	-2%	0%	-4%	-7%	.	-8%	.
COc1cc(C2C(=O)N(C3CCCCCC3)CC(=O)N2CCc2ccccc2)ccc1OC(C)C (configuration not stated)	-6%	-1%	0%	-2%	.	1%	.
Cc1cccc(NC(c2nnc(-c3ccccc3)o2)c2ccc(F)cc2Cl)c1C (configuration not stated)	2%	0%	14%	-2%	13%	-3%	-18%
COc1ccccc1C(=O)Nc1ccc(OCc2cc(=O)n3ccc(C)cc3n2)cc1	0%	0%	10%	6%	-6%	0%	-23%
Cc1ccc(C)n1-c1c(C(=O)NCC(C)c2ccccc2)sc2ncccc12 (configuration not stated)	1%	0%	9%	55%[activator]	-6%	2%	-16%
O=C(NC1CCCCC1)c1ccc(Cn2c(SCc3cccc(F)c3)nc3cccnc32)cc1	0%	1%	-21%	7%	9%	5%	-19%
CCOc1ccc(CNC(=O)Cn2nc(C)c3sc4ccccc4c3c2=O)cc1	0%	-3%	-4%	-10%	6%	-3%	1%
CC(=O)c1ccc(NC(=O)Cn2c(=O)nc(-c3ccccc3)c3cc(Cl)ccc32)cc1	1%	1%	-4%	5%	-5%	4%	-1%
CCOC(=O)c1scc(-c2ccccc2)c1S(=O)(=O)Nc1ccccc1OC	1%	-1%	-5%	1%	-17%	0%	-20%
COc1ccc(NC(=O)C2CCN(C(=O)c3sc4nc[nH]c(=O)c4c3C)CC2)c(OC)c1	-5%	-2%	9%	3%	0%	-1%	-2%
O=C(COCc1cc(-c2cccs2)on1)NCc1ccccc1Cl	2%	0%	-12%	-6%	-3%	0%	-13%
CC1=C(C(=O)Nc2ccc(C)c(C)c2)C2(CCCCCC2)OC1=O	0%	-1%	-15%	-11%	16%	0%	-5%
Cc1ccc(N2CC(NC(=O)C3CCCCC3)CC2=O)cc1 (configuration not stated)	-3%	-3%	27%	-4%	17%	1%	14%
CCN(CC)S(=O)(=O)c1ccc2c(c1)nc(CN(C)C(=O)c1cccc(Cl)c1)n2C	-4%	0%	-4%	-5%	4%	1%	25%

Part of the list above, with bars between the fields:
Molecule | GALK inhibitor | B2AR arrestin ag | p53null 39C kill | p53null 32C kill | NTMT1 inhibitor | PTAP-TSG101 blk | FH mod
COc1cccc(CNC(=O)c2cc(S(=O)(=O)N3CCCCC3)cn2C)c1 | -4% | 5% | 26% | 12% | -5% | 0% | 2%
Cc1ccc(CNC(=O)Cn2c(=O)n(Cc3ccccc3)c(=O)c3c2c2cc(C)ccc2n3C)cc1 | -1% | -1% | -7% | -4% | 4% | 1% | 1%

More records.
SMILES	GALK inhibitor	B2AR arrestin ag	p53null 39C kill	p53null 32C kill	NTMT1 inhibitor	PTAP-TSG101 blk	FH mod
O=C(Cn1c(=O)n(Cc2ccc(F)cc2)c(=O)c2sc3ccccc3c21)NCc1ccccc1	0%	-1%	13%	-5%	0%	1%	1%
Cc1ccc(C(=O)Nc2onc3c2CCCC3)cc1	0%	0%	5µM*	6.3µM*	-24%	-1%	-8%
CCc1cccc(C)c1NC(=O)c1cccc(C(=O)Nc2c(C)cccc2CC)c1	-2%	0%	2%	2%	.	0%	.
COc1cccc(N2CCN(c3c4c(nc5nncn35)CCC4)CC2)c1	-13%	0%	-16%	-3%	-13%	2%	-9%
COc1ccc(OC)c(CCNC(=O)c2ccc3[nH]c(C)c(C)c3c2)c1	0%	3%	-13%	-12%	-6%	1%	-20%
CN(Cc1ccco1)S(=O)(=O)c1nnc(NC(=O)c2cccc(Cl)c2)s1	-2%	1%	-29%	-18%	2%	3%	-21%
CCCCN1C(=O)CN(C2CCCCC2)C(=O)C1c1ccc(OC(C)C)c(OC)c1 (configuration not stated)	-5%	-1%	4%	-6%	.	-3%	.
CC(C)(C)C(=O)Nc1cccc(C(=O)OCc2cc(=O)n3nc(C4CC4)sc3n2)c1	3%	0%	-7%	1%	0%	-5%	-8%
CCOC(=O)c1ccc(NC(=O)c2nc(S(=O)(=O)Cc3ccccc3)ncc2Cl)cc1	0%	-2%	23%	-9%	2%	1%	3%
Cc1ccc2nc(-c3ccc(NC(=O)COc4ccc(Br)cc4Br)cc3)sc2c1	-3%	0%	?	?	5%	-5%	-13%
CCCCOc1ccc(CNC(=O)CN2CCSc3ccccc32)cc1	0%	-1%	?	7%	3%	-3%	-15%
COC(=O)c1c(Oc2ccc(OC)cc2)nnc(-c2ccccc2)c1-c1ccccc1	2%	-1%	57%[activator]	17%	9%	-7%	-12%
COc1ccc(-c2nc3ccccc3o2)cc1NC(=O)c1ccc(-c2ccc(Br)cc2)o1	0%	1%	3%	6%	10%	3%	4%
COc1cccc(C2CC(=O)Nc3cc4c(cc32)OCCO4)c1OC (configuration not stated)	1%	0%	1%	18%	-20%	-11%	-19%
Cc1ccccc1OCCCCn1c(CCNC(=O)C(C)(C)C)nc2ccccc21	-8%	-2%	27%	16%	-1%	-9%	-17%
Cc1ccc(N2CC(NC(=O)c3ccco3)CC2=O)cc1 (configuration not stated)	-1%	-4%	25%	-3%	11%	-3%	-3%
COc1ccccc1CNC(=O)Cc1csc2nc(-c3ccc(Cl)cc3)cn12	-2%	1%	-13%	-2%	5%	3%	-12%
COC(=O)C1=C(C)NC(=O)C1(NC(=O)c1ccc(Cl)cc1)C(F)(F)F (configuration not stated)	4%	-1%	31%[activator]	-6%	-8%	-1%	6%
CCc1ccc2ncc3c(-c4ccc(F)cc4)nn(CC(=O)NC4CCCCC4)c3c2c1	?	2%	-16%	8%	-6%	-6%	-2%
COc1ccccc1Nc1nc(C)nc(N)c1S(=O)(=O)c1ccccc1	8%	1%	-9%	11%	-1%	-3%	-3%
COc1ccc(-c2nc3sc(CCNC(=O)c4cc(OC)c(OC)c(OC)c4)c(C)n3n2)cc1	1%	-2%	28%	-3%	?	-4%	-12%
COc1cc(C(=O)Nc2ccc(-c3cc(C(F)(F)F)nn3-c3ccccc3)cc2)cc(OC)c1OC	-2%	1%	8%	-14%	5%	-1%	?
CCC(=O)N1CCc2cc(S(=O)(=O)CCC(=O)NCc3ccc(F)cc3)ccc21	0%	0%	3%	25%	8%	-2%	-6%
Cc1ccc(NC(=O)c2oc3ccc(S(=O)(=O)N4CCC5(CC4)OCCO5)cc3c2C)c(C)c1	-5%	-1%	4%	-1%	6%	-6%	-24%
Cc1ccc(-c2nc3cc(NC(=O)c4cc5ccccc5o4)ccc3o2)cc1	-2%	1%	-22%	0%	-2%	-7%	-3%

Single records (already shown). Order of screens: GALK inhibitor	B2AR arrestin ag	p53null 39C kill	p53null 32C kill	NTMT1 inhibitor	PTAP-TSG101 blk	FH mod
Shown for `CCCCOc1ccc(CNC(=O)CN2CCSc3ccccc32)cc1` → 0%	-1%	?	7%	3%	-3%	-15%
Shown for `COC(=O)C1=C(C)NC(=O)C1(NC(=O)c1ccc(Cl)cc1)C(F)(F)F` (configuration not stated) → 4%	-1%	31%[activator]	-6%	-8%	-1%	6%

More structures:
SMILES	GALK inhibitor	B2AR arrestin ag	p53null 39C kill	p53null 32C kill	NTMT1 inhibitor	PTAP-TSG101 blk	FH mod
COc1ccc(Cl)cc1NC(=O)Cn1c(=O)n(CCCC(=O)NCCc2ccc(OC)c(OC)c2)c(=O)c2ccccc21	3%	0%	?	1%	?	1%	-11%
CCc1ccc(Cn2c(CNS(=O)(=O)c3ccc(Cl)s3)nc3cccnc32)cc1	-1%	-1%	-1%	-2%	13%	-4%	5%
Cc1cc(=O)n2nc(N(C)CC(=O)NCc3cccc(Br)c3)sc2n1	7%	-3%	-4%	2%	13%	-2%	0%
CCc1c(C)sc(NC(=O)c2cc(-c3cccc(Cl)c3)on2)c1C#N	0%	-1%	-2%	-7%	-2%	-2%	-10%
CCOc1ccc(NC(=O)CSc2ncc3c(n2)-c2ccccc2N(C)S3(=O)=O)cc1	1%	0%	-12%	3%	0%	3%	-3%
CCN(C(=O)C1CCN(S(=O)(=O)c2ccc3c(c2)CCCN3C(=O)C2CCC2)CC1)c1cccc(C)c1	2%	2%	-21%	?	6%	-2%	-18%
COc1cc(OC)c(C2Nc3ccccc3-c3nnc(SCc4ccccc4)nc3O2)cc1OC (configuration not stated)	?	-2%	-3%	-8%	3%	-1%	-26%
Cc1cccc(C)c1OCc1nc2c3cnn(-c4ccccc4F)c3ncn2n1	4%	-1%	5%	1%	-3%	0%	-11%
CCCCC12CN3CC(C)(CN(C1)C3c1c[nH]c3ccccc13)C2=O (configuration not stated)	0%	-1%	-14%	6%	-23%	-10%	-14%
CCn1cc(C(=O)NCCc2ccc(OC)c(OC)c2)c(=O)c2cc(S(=O)(=O)N3CCc4ccccc4C3)ccc21	-2%	1%	8%	10%	3%	-3%	-18%
Cc1cc(C)cc(NC(=O)C2CCCN2S(=O)(=O)c2cccc3nsnc23)c1 (configuration not stated)	1%	-2%	-3%	1%	-8%	-3%	-6%
Cc1cccc(C)c1NC(=O)Cn1c(=O)n(CC2CCC(C(=O)NCCc3ccccc3)CC2)c(=O)c2ccccc21 (configuration not stated)	-2%	1%	8%	6%	3%	0%	2%
COC(=O)CCCn1c(-c2ccc(C)cc2)c(C)n2c3c(=O)n(C)c(=O)n(C)c3nc12	-4%	1%	?	10%	-14%	-7%	-19%

This is a subset; rates above refer to the full screens.
